# Assay outcomes: PubChem, National Center for Advancing Translational Sciences (NCATS)
# 12-LOX inh: ALOX12 (human) lipoxygenase inhibition; P18054; purified 12hLO, xylenol orange hydroperoxide absorbance; Potency, µM (top dose mostly 108 µM), without a hit: at the highest dose activity change, negative = inhibition, usual class: inhibitors; 580,000 compounds, 1.1% hits; AID 1671190; active = well fitted inhibition curve with a large enough effect; inconclusive = small, poorly fitted or top-dose-only effect, or another doubt; inactive = no such curve, though single readings can be large or run the other way
# Target sequence (P18054 whole entry, looked up): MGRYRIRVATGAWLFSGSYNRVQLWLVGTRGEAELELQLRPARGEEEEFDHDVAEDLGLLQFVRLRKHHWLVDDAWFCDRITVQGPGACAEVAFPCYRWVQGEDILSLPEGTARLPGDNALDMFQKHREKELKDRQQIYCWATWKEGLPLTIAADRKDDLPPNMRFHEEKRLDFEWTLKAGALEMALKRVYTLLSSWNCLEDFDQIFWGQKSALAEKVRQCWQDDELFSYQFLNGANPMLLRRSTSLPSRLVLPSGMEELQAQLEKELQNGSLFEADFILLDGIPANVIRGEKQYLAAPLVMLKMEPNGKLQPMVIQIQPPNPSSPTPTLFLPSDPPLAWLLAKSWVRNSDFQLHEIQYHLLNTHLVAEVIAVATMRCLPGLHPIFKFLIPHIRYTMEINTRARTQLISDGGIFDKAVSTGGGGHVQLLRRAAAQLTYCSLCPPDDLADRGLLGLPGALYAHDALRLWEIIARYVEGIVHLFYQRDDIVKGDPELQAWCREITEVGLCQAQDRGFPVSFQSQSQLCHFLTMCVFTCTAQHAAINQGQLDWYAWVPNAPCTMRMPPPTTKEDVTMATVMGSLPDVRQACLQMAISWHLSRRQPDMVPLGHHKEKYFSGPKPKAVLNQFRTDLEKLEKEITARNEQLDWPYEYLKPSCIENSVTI
#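 Purified human 12hLO at 150 nM in 25 mM Hepes, 0.01% Triton X-100, pH 7.0, preincubated 15 min at room temperature with compound. Reaction started with 40 uM arachidonic acid, 30 min at room temperature. Hydroperoxide measured by Fe-xylenol orange, 573/405 nm absorbance ratio.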
# Starred values were filed as active, the others as inactive; u = inconclusive; & = joins results of further samples; [ ] = another dose, or the depositor's remark. % is scaled to controls: 0 for no effect and ±100 for the full control effect; potency is read from the fitted curve at half-maximal effect. The list is partial (hit frequency here may not be typical).
compound	12-LOX inh
CCc1ccc(C(=O)N2CCC(n3cnnc3CC)CC2)cc1	10.3%
COc1ccc(C(=O)NCCn2ccn3nc(-c4cccc(OC)c4)cc3c2=O)cc1	3.5%
CCCN1CCCC12Cc1ccccc1CN(C(=O)C(C)C)C2 (stereo not given)	55.8%[activator]
CCCc1cc(C(=O)OC)c(NC(=O)Cc2c(Cl)cccc2Cl)s1	19.6%
CCc1ccc(Nc2nnc(Cc3ccc(OC)c(OC)c3)c(=O)[nH]2)cc1	-1.9%
Cc1noc(C)c1CC(=O)N1CCCC2(C1)Nc1cccnc1NC2=NCc1ccccc1 (stereo not given)	28.0%
COCCCNc1oc(-c2ccc([N+](=O)[O-])cc2)nc1C#N	-20.5%
COC1C(=O)N(C2CCN(C(=O)c3cc(C)nn3C)CC2)C12CCOCC2 (stereo not given)	3.3%
CNC(=O)NC(=O)C(C)Sc1cccc2cccnc12 (stereo not given)	u
CC(=O)NCC(=O)N1CC(F)(F)C[C@H]1c1nc(C2CC2)no1	33.5%[activator]
CN(C)c1nccnc1OC1CCN(C(=O)CCCc2ccccc2)C1 (stereo not given)	53.3%[activator]
Cc1nnc(NC(=O)c2cccc3c2ccn3C)s1	0.0%
COC(=O)CNC(=O)c1cc(-c2ccc(Cl)nc2)nc2c1cnn2C	2.7%[6.33 µM]
CCCn1ccc2c(OCC(=O)Nc3ccccc3C(F)(F)F)cccc2c1=O	9.9%
O=C(CNC(=O)c1[nH]c2ccccc2c1Cl)NCc1ccccc1	-6.2%
O=C(c1cc(CN2CCOCC2)on1)N1CCC(c2nc(C3CCOCC3)no2)C1 (stereo not given)	8.3%
CC(C)CCN1CCC(N2CCN(S(=O)(=O)c3ccc4c(c3)CCCC4)CC2)C1=O (stereo not given)	-1.4%
COCc1cccc(-c2n[nH]c3c2CC(=O)N(CCc2ccncc2)C3)c1	30.8%[activator][176 µM]
Oc1ccccc1OCCOCCOc1ccccc1O	16.6%
Cc1ccc(NC(=O)CC(O)(c2nccn2C)C(F)(F)F)cc1C (stereo not given)	28.2%

# 3 compounds from above, sorted by count of non-hydrogen atoms, largest number first:
compound	12-LOX inh
COc1ccc(C(=O)NCCn2ccn3nc(-c4cccc(OC)c4)cc3c2=O)cc1	3.5%
CCCn1ccc2c(OCC(=O)Nc3ccccc3C(F)(F)F)cccc2c1=O	9.9%
CN(C)c1nccnc1OC1CCN(C(=O)CCCc2ccccc2)C1 (stereo not given)	53.3%[activator]

# Next results follow.
compound	12-LOX inh
O=C1CCN(S(=O)(=O)c2ccccc2)CCCN(C(=O)C2CCOCC2)CCN1	u
Cc1ccc(OCc2nc(C3CCCCN3C(=O)CCc3ccccc3)no2)cc1 (stereo not given)	7.6%
COCCOCc1nc(C2CCCCN2C(=O)Nc2cccc(C(F)(F)F)c2)no1 (stereo not given)	15.7%
CC(=O)Nc1ccc(NC(=O)Cn2nc3nc(Nc4ccccc4)ccn3c2=O)cc1	27.7%
CC(C)(c1ccccc1)c1cccc(C(C)(C)c2ccccc2)c1O	-8.2%
O=C(Nc1ccccc1Cl)N1CCc2nc3cc[nH]n3c(=O)c2C1	57.0%[activator]
Clc1ccccc1-c1nc(NCCN2CCOCC2)c2ccccc2n1	u
COc1ccccc1-c1ccc(CN)cc1	84.7%[activator][176 µM]
Cc1cccc(N/N=C/c2ccc(F)c(F)c2)c1	5.62µM*
CSCCC(c1nc2ccccc2[nH]1)n1c(-c2ccc3ncccc3c2)nc2ccccc21 (stereo not given)	-1.7%
COCCn1c(-n2nc(C)cc2C)nc2c1c(=O)n(Cc1ccccc1)c(=O)n2C	u
Cn1nccc1C(=O)N1CCCCCC1c1nc(C2CC2)no1 (stereo not given)	26.6%
CC1=C/C(=N\Nc2nc(Cl)c(Cl)cc2Cl)CC1	-19.9%
S=C(NC1CCCCC1)N[C@H]1CO[C@H]2[C@@H]1OC[C@@H]2n1nnnc1-c1ccc2c(c1)OCO2	2.7%
CCN1C(=O)C2CC3(CCN(C(=O)c4nccc5ccccc45)CC3)CN2C1=O (stereo not given)	2.2%
COCCNC(=O)C1c2ccccc2C(=O)N(C2CCCCC2)C12CCCCC2 (stereo not given)	52.3%[activator]
CC(=O)NC(C)c1ccc([N+](=O)[O-])cc1 (stereo not given)	-16.5%
CNC(=O)[C@@H]1CN(C(=O)c2cc(Cl)ccc2F)C[C@H]1COC	58.8%[activator]
COc1ccccc1CC(=O)NCc1nnc2cc(-c3nc(C)no3)ccn12	39.2%[activator]
COc1ccccc1CCn1c(=O)c(-c2cccc(F)c2)nc2cncnc21	0.0%

# The list continues:
compound	12-LOX inh
Cc1ccc(CCN2CCCCC23Cc2ccccc2CN([S+](C)(=O)[O-])C3)cc1 (stereo not given)	u
CN(C)C(=O)c1ccc(OC2CCN(C(=O)c3ccccc3C(F)(F)F)CC2)nc1	46.1%[activator]
O=C(CN1CCN(C(=O)c2ccc(OCC(F)(F)F)nc2)CC1)Nc1ccc(F)cc1	18.8%
CCCS(=O)(=O)N1CCC2(CC1)CN(C(C)=O)CC2COC (stereo not given)	18.9%
CN(Cc1ccccc1)C(=O)[C@@H]1Cc2nc[nH]c2CN1C	66.0%[activator][176 µM]
CS(=O)(=O)c1ccc(CN2C[C@H](O)C[C@H]2c2nc(C3CC3)no2)cc1	16.6%[176 µM]
COc1cc(S(=O)(=O)N2CCc3c(nc[nH]c3=O)C2)c(OC)cc1C	-12.4%
Cc1ccc(S(=O)(=O)N2[C@H](CC(=O)c3cccc4ccccc34)OC[C@@H]2C)cc1	-12.9%
Cc1nnc2ccc(N3CCC(C(=O)Nc4ccc5c(c4)OCO5)CC3)nn12	-1.9%
CCC(O)C(=O)N1CCc2[nH]nc(C(c3ccccc3)c3ccccc3)c2C1 (stereo not given)	10.1%
Cc1ccc(Cl)cc1NC(=O)C(=O)c1c(C)[nH]c2ccccc12	32.9%[activator]
CC(C)NC(=O)c1nc(-c2cccc(F)c2)c2cnccn12	u
O=C(Cn1ccn2nc(-c3ccc(F)cc3)c(CO)c2c1=O)Nc1ccccc1Cl	9.6%
O=C(Nc1ccc(C(F)(F)F)cc1)N1CCCC1c1nncn1C1CCCC1 (stereo not given)	13.0%
Nc1cc(N)nc(SCCC(=O)Nc2cccc(Cl)c2)n1	u
CS(=O)(=O)c1ccc(F)c(NC(=O)CCCc2cccs2)c1	-33.2%
CC(C)CCN1CCOc2cc(C(=O)NCCOc3ccccc3)ccc2C1	0.3%[176 µM]
CC(C)c1nc2sc3c(NCCO)ncnc3c2c2c1COC(C)(C)C2	-22.6%
CCc1ccc(N2CC(c3noc(-c4ccc(OC)nc4OC)n3)CC2=O)cc1 (stereo not given)	12.4%
Cc1ccc(S(=O)(=O)N2[C@@H](CO)CO[C@H]2CC(=O)c2cccc3ccccc23)cc1	u

# The list continues.
compound	12-LOX inh
COc1ccc(S(=O)(=O)N2CCCC(Cc3noc(-c4ccncc4)n3)C2)cc1 (stereo not given)	17.1%
CC1(C(=O)NCc2cnccn2)CN(Cc2ccccc2)Cc2ccc(Nc3ccccc3)nc21 (stereo not given)	-18.0%
O=C(CCn1ccc2ccccc21)N1CCN(S(=O)(=O)c2ccccc2F)CC1	0.4%
CC(C)C(C)NC(=O)COc1ncnc2c(Cl)cc(Cl)cc12 (stereo not given)	24.5%
Cc1ccc(NC(=O)c2cc3c(cc2C)OCCCO3)cc1	0.7%
CCc1cc(=O)oc2c(C)c(OCC(=O)NCCc3ccc(S(N)(=O)=O)cc3)ccc12	56.1%[activator]
CN(CCOc1ccccc1F)C(=O)c1cn(C)c2ccccc12	0.7%
CCCNc1c(NC(=O)Nc2ccccc2C)c(=O)oc2ccccc12	-8.8%
CC1(C)CC(NC(=O)CCCc2ccccc2)CC(C)(C)N1	-3.3%
O=C(Cc1ccccc1)Nc1ccc([C@@H](O)[C@H]2COCC(=O)N2Cc2ccccc2)cc1	66.7%[activator][176 µM]
O=CN1CCN(C(C(=O)O)c2cn(Cc3ccccc3)c3ccc(C(=O)O)cc23)CC1 (stereo not given)	u
CCn1c(=O)n(CC)c2cc(N3CCCCC3)c(NC(=O)Nc3cc(OC)ccc3OC)cc21	-14.7%
CN1CCN(c2ccc(-c3noc([C@@H]4CCCN4C4CCCCC4)n3)cn2)CC1	19.2%[176 µM]
COCC(NC(=O)c1csc(-c2cccs2)n1)c1ccnn1C (stereo not given)	-0.9%
COC(=O)c1ccccc1NC(=O)NCc1nc(-c2ccc(C)cc2)oc1C	-26.9%
O=C(/C=C/C=C/c1ccc([N+](=O)[O-])cc1)c1ccccc1	u
Cc1cc(C[n+]2ccccc2)c(C)cc1C[n+]1ccccc1	-6.2%
COC(=O)CC(NC(=O)c1ccc2c(c1)OCCCO2)c1ccc(F)cc1 (stereo not given)	u
CC(=O)N1CCCC2(C1)CN(C)c1ccc(C(=O)NC(C)C)cc12 (stereo not given)	1.9%[176 µM]
CCCC1(C2CCN(C(=O)Cc3ccc(OC)cc3)CC2)NC(=O)N(CCc2cccs2)C1=O (stereo not given)	-0.6%

# Continuation:
mol	12-LOX inh
N#CCCN(CCC#N)C(=O)CSc1ncc(-c2ccc(F)cc2)o1	u
COc1cccc(CC(=O)N2CCCN(Cc3ccncc3)C(c3ccccc3)CC(=O)NCC2)c1 (stereo not given)	30.9%
COc1ccccc1-c1nc(C2CC(=O)N(c3ccc(C)cc3)C2)no1 (stereo not given)	-1.2%
Nc1nccnc1C(=O)NCC(=O)Nc1ccc(F)c(F)c1	16.1%
CSc1ccc(CN(C)C(=O)NCc2ccc(S(=O)(=O)N3CCCCC3)cc2)cc1	-3.8%
Cc1cc(C)c(S(=O)(=O)Nc2ccc(Cl)cn2)cc1Br	u
COc1cccc(CNC(C)C)c1OCc1ccccc1	-7.8%
CCN(CC)c1ccc(C2C(C(=O)Nc3ccc(F)cc3F)=C(C)NC3=C2C(=O)CC(C)(C)C3)cc1 (stereo not given)	-18.0%
CC1(c2ccccc2)N(Cc2ccccc2C#N)C(=O)OC12CCN(CCc1ccccc1)CC2 (stereo not given)	u
O=C(Nc1ccccc1)N1CCC(N2CCCNC2=O)CC1	67.1%&25.4%[activator][176 µM]
O=C(c1cccn1C1CC1)N1C[C@H](CO)C[C@H](CN2CCCC2)C1	24.4%
C[S+](=O)([O-])c1cccc(-c2ncc3c(n2)OCCN(Cc2ccccc2)C3=O)c1	4.0%[176 µM]
COc1ccc(-c2noc([C@@H]3Cc4nc[nH]c4CN3C(=O)Nc3ccc(C)cc3)n2)cc1	13.3%[176 µM]
Cc1ccc(C)c(-c2cc(C(=O)O)c3cc(C)ccc3n2)c1	-5.6%
CC(C#N)(NC(=O)COc1ccccc1C(F)(F)F)C1CC1 (stereo not given)	-0.1%
CC(C)C1CN(CC2CCC(N)CC2)CCC(=O)N1Cc1ccc(F)cc1 (stereo not given)	-19.4%
CN1CCC(C(=O)N2Cc3ccccc3CC3(CCN(Cc4ccccn4)CC3)C2)CC1	3.6%[6.33 µM]
O=C(COc1ccc(F)cc1)N1CCCN(c2cc(-c3ccc(Br)cc3)[nH]n2)CC1	u
O=c1cnc2cnc(OCc3ccccc3)nc2n1Cc1ccc(F)cc1	-13.5%
CC(C)C(=O)NCC1CN(Cc2ccccc2)C(=O)c2c(ccnc2-c2ccc(OCC(=O)O)cc2)O1 (stereo not given)	u

# Taken from above:
# Under 12-LOX inh, C[S+](=O)([O-])c1cccc(-c2ncc3c(n2)OCCN(Cc2ccccc2)C3=O)c1 reads 4.0%[176 µM]
# Under 12-LOX inh, COc1ccc(-c2noc([C@@H]3Cc4nc[nH]c4CN3C(=O)Nc3ccc(C)cc3)n2)cc1 reads 13.3%[176 µM]
# Under 12-LOX inh, O=C(Nc1ccccc1)N1CCC(N2CCCNC2=O)CC1 reads 67.1%&25.4%[activator][176 µM]
# Under 12-LOX inh, Cc1ccc(C)c(-c2cc(C(=O)O)c3cc(C)ccc3n2)c1 reads -5.6%

# The list goes on.
mol	12-LOX inh
CCOC(=O)c1ccc(OCC(O)CNCCCn2nc(C)cc2C)cc1 (stereo not given)	1.1%
Cc1ccc2nc(C)c(C(=O)NCCCOCC(C)C)cc2c1	-8.2%
O=C(CN1CCN(C(=O)c2cc(-c3ccccc3)n[nH]2)CC1)N1CCCCC1	76.0%[activator]
CNC(=O)c1cc(-c2cccc(OC)c2OC)cc2c1OCCN2Cc1cccnc1	4.8%[176 µM]
N#Cc1cc2c(cc1-c1cc3c(cc1C(=O)C1CC1)OCCO3)OCCO2	u
Cn1cc(CCNC(=O)N2CCOC2=O)c2ccccc21	13.8%
CCOc1ccccc1C(=O)OCc1ccc(C#N)cc1	u
COc1cccc(Nc2nc(-c3c(C)noc3C)cc3cc(CN(C)C)oc23)c1	u
O=C(CSc1ccc(F)cc1)OCc1nc2ccsc2c(=O)[nH]1	-5.1%
CN(C)C(=O)C1CC1c1cccc(Br)c1 (stereo not given)	18.4%
O=S(=O)(NCc1ccccc1Cn1cccn1)c1c(Cl)cccc1Cl	u
CC(C)Cc1ccc(C(C)C(=O)NC(c2ccccc2)c2ccccc2)cc1 (stereo not given)	-7.9%
Cc1cccc(C(=O)NC(C(=O)N2CCOCC2)C2CCN(C(=O)c3ccc4c(c3)OCO4)CC2)c1 (stereo not given)	-3.8%
Clc1ccccc1CN1CCN(c2ncnc3nc[nH]c23)CC1	-17.9%
CC(Sc1ccccn1)C(=O)Nc1cccc(Cl)c1 (stereo not given)	-37.3%
COCCN1CCN(C[C@@H]2C=C(C)[C@H](Cc3nnc(-c4ccc(N(C)C)cc4)o3)C[C@H]2C(C)C)CC1	58.1%[activator]
COc1cccc(CN2C(=O)CCCCC2C(=O)NCc2cn[nH]c2C)c1 (stereo not given)	u
Cn1c(=O)c2c(ncn2CC(=O)N2CCCC(Cc3nc(C4CCOCC4)no3)C2)n(C)c1=O (stereo not given)	u
COc1cc(NC(=O)N2CCCC(Cn3cnc4cccnc43)C2)cc(OC)c1 (stereo not given)	26.6%
